Screening data as filed in PubChem BioAssay.
m5-HT2A agonist: activates the mouse 5-HT2A serotonin receptor; activation, % at 7.6 µM; CHO-K1 mHTR2A beta-arrestin complementation, luminescence; percent of 30 µM serotonin response; hit rate 0.66% among 360,000; AID 624169; P35363;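 active = activation above a run cutoff, the mean activation of all tested compounds plus 3 SD, cut at about 14% in these data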;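 note: 0% = plate median of compound wells and 100% = 30 µM serotonin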
Target sequence (P35363 whole entry, looked up): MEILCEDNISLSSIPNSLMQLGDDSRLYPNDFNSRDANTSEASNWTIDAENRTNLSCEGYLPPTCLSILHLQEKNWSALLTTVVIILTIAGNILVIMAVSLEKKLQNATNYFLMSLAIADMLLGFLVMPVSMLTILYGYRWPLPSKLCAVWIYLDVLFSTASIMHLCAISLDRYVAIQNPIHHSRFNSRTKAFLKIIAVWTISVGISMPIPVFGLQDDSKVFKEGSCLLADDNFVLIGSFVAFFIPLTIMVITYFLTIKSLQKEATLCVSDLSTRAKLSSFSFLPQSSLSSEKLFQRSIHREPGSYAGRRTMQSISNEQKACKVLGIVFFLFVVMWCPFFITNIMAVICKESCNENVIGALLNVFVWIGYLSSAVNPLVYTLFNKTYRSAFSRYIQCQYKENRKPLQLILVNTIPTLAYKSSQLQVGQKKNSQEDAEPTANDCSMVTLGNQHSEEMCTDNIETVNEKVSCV
NR2E3 ag-1: agonists of human nuclear receptor NR2E3. hit rate 0.12% among 320,000. inhibition of corepressor binding, % at 4.78 µM. Q9Y5X4. AID 2300. GST-NR2E3/biotin-RetCOR TR-FRET, 1536-well;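 active = percent inhibition above the cutoff of mean plus 3 SD of all tested compounds, set per screening campaign, cut at about 20% in these data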;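 note: 0% = DMSO wells and 100% = biotin wells as full block of FRET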
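Material: NR2E3–RetCOR corepressor complex | Quantity: 1.35 nM GST-tagged NR2E3 final | Schedule: 5 h at 4 °C | Replication: Singlicate compound wells | Reagent: RetCOR corepressor, biotinylated, 7 nM | Controls: Biotin wells as high control, 0.6% DMSO wells as low control | Signal: TR-FRET, Eu(K)-anti-GST donor, streptavidin-D2 acceptor, ex 340, em 617/671 nm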
NR2E3 ag-2: activates human NR2E3 receptor; Q9Y5X4; AID 602229; inhibition of corepressor binding, % at 3.98 µM; CHO-S Gal4-NCOR/VP16-NR2E3 two-hybrid, luciferase; hit rate 0.35% among 360,000;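 active = inhibition above the mean of all tested compounds plus 3 SD, cut at about 70% in these data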;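 note: 0% = DMSO with NR2E3 transfected cells and 100% = cells lacking NR2E3 construct; higher means lower luciferase signal from less NR2E3 corepressor binding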
TRPM1 prom inh: reduces MITF-dependent TRPM1 promoter luciferase signal; SK-MEL-5 TRPM1 promoter luciferase, 24 h; inhibition, % at 12.5 µM; hit rate 0.83% among 330,000; AID 488899;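 active = mean inhibition across replicates of 60% or more, whatever share of single replicates reaches that level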; note: values of inactives mirror those of a sister screen read the other way
hiPSC survival: hiPSC single-cell survival enhancement; ATPlite luminescence; 100% = ROCK inhibitor wells, 0% = DMSO; survival enhancement, % at 20 µM; hit rate 0.044% among 360,000; AID 602274; in the data active = survival enhancement above about 18%;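 note: cells exposed to compounds for 16 hours before the ATP read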
H9c2 protect: protects H9c2 cardiomyocytes from peroxide injury | H2O2 injury protection, ATPLite, 2 h | protection from H2O2 cell death, % at 20 µM | hit rate 0.63% among 360,000;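 active = compounds giving at least 50% protection of heart cells from peroxide-induced death in the single-dose screen, raw or plate-pattern-corrected value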;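 note: 0% = DMSO wells with peroxide and 100% = DMSO wells without peroxide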
Shn3 3UTR inh: inhibitors of Schnurri-3 3'UTR reporter in osteoblasts | Clone20 osteoblast Shn3 3'UTR firefly luciferase, 24 h | inhibition, % at 12.5 µM | hit rate 0.52% among 360,000 | AID 588674;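 active = mean inhibition of at least 75% with every replicate also reaching 75%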;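 note: 0% = median of neutral control wells and 100% = pilot-screen positive control compound; some compounds past the cut are filed as inactive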
CaV13 ICDI inh: Primary screen for inhibitors of IQ motif and Ca2+-dependent inactivation inhibitor domain binding in CACNA1D, Förster resonance energy transfer in living cells, …. inhibition, % at 12.3 µM. HEK cells, CFP/YFP FRET ICDI-IQ, plate reader, 10 min; percent FRET-ratio fall versus neutral wells. hit rate 0.098% among 340,000;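 active = mean replicate inhibition of at least 30% and at least 1% of replicates passing that level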;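 note: 0% = median of the neutral control wells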
HIF-2a inh: blocks HIF-2a reporter activity. inhibition, % at 18.8 µM. 786-0 RCC cells HIF-2a reporter, luciferase luminescence, overnight. hit rate 0.72% among 360,000;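 active = inhibition of the luminescence signal of 40% or more relative to plate controls, in a single-dose primary screen at 18.75 µM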
Peg3 promoter: inhibitors of Peg3 promoter | hit rate 1.7% among 360,000 | inhibition, % at 20 µM | HeLa PEG-Prom luciferase reporter, luminescence, overnight;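 active = inhibition of at least 50% at 20 µM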
PDI turbidity: inhibitors of human protein disulfide isomerase; P07237; PDI insulin aggregation turbidity, A650, 90 min; inhibition, % at 10 µM; hit rate 0.052% among 350,000; AID 588391;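 active = mean inhibition across replicates of 30% or more, whatever share of single replicates reach that level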;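 note: absorbance from insulin aggregation driven by PDI reduction with DTT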
Target sequence (P07237 whole entry, looked up): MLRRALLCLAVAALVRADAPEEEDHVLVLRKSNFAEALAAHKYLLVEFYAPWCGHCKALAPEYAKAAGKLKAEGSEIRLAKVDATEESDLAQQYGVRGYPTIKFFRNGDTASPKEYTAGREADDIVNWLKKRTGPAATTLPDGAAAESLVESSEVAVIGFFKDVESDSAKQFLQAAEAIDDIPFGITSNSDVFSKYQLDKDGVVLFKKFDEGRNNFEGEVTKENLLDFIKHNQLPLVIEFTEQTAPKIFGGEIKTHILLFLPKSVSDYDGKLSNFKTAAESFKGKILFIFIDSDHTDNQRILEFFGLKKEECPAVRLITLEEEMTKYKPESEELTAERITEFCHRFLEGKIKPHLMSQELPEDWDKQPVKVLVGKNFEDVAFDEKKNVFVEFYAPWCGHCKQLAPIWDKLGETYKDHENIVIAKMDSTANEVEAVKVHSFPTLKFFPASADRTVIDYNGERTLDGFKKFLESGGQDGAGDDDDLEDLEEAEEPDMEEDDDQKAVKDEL
* marks the source's active call; other numbers are inactive results; / = not tested or not shown.

SMILES	m5-HT2A agonist	NR2E3 ag-1	NR2E3 ag-2	TRPM1 prom inh	hiPSC survival	H9c2 protect	Shn3 3UTR inh	CaV13 ICDI inh	HIF-2a inh	Peg3 promoter	PDI turbidity
CCn1c(CNc2cccc(Cl)c2)nnc1SCc1ccccc1	-2.7	6.0	5.8	-0.2	3.5	-1.2	16.4	/	19.4	7.3	-4.0
COCCNC(=O)/C(C#N)=C/c1c(N2CCN(c3ccccc3)CC2)nc2ccccn2c1=O	2.1	1.8	-33.0	-24.3	0.5	12.1	10.0	-2.0	-69.1	-40.8	6.4
Cc1ccc(S(=O)(=O)N2CCCC2C(=O)Oc2ccccc2)cc1 (stereo not given)	1.3	1.9	-2.2	-3.5	-0.4	3.9	-11.6	-4.7	8.2	-13.4	5.0
Cc1ccc(Cn2c(=O)c3ccccc3n3nc(C)cc23)cc1	0.0	5.5	13.1	4.6	0.7	10.2	6.3	-2.1	16.8	16.9	-6.2
CCOc1cc(NC(=O)c2ccco2)c(OCC)cc1NC(=O)COc1ccccc1	2.1	4.6	-44.0	6.7	2.2	-6.6	-18.7	-4.3	-3.8	17.8	-0.6
COc1ccc(/C=C2/N=C(c3cccs3)OC2=O)cc1OC(C)C	8.5	-1.1	-1.6	-10.1	1.4	10.9	1.1	-1.1	2.5	3.0	-3.6
O=C(O)CCC(=O)c1cccc2ccccc12	-1.6	3.7	3.1	-4.8	-2.3	-11.9	1.7	/	-8.4	-8.7	-0.1
Cc1cccc(NC(=O)CSCC(=O)Nc2cccc3ncccc23)c1	4.2	2.0	9.6	4.0	-0.1	1.1	-36.5	-5.7	22.2	6.9	18.6
Cc1ccc(N(CC(=O)NC2CCC(C)CC2)S(=O)(=O)c2cccnc2)cc1 (stereo not given)	-2.5	-1.3	-25.5	/	-0.5	14.9	5.9	-4.5	22.9	22.7	/
Clc1ccc(-c2csc(-c3ccncc3)n2)cc1	-1.2	4.9	-46.2	-29.4	0.5	-2.9	-52.0	-3.5	-216.9	-178.5	4.4
Cc1cccc(C(=O)N[C@H](C(=O)Nc2ccc(C)c(S(=O)(=O)N3CCOCC3)c2)C(C)C)c1	1.0	/	10.4	10.0	-2.4	-8.8	54.4	-5.5	18.9	20.0	-1.0
O=C(NCc1ccccn1)C1CCCN(S(=O)(=O)c2ccc(Br)cc2)C1 (stereo not given)	-1.5	1.8	0.5	4.9	8.9	-2.0	1.0	-0.9	5.1	5.2	-3.6
COc1ccccc1NC(=O)c1ccc[n+]([O-])c1	1.0	2.8	9.8	-1.0	-0.6	0.1	-9.0	-6.9	5.6	-0.1	-7.0
COc1ccc(CCNC(=O)C2CC(=O)N(CCc3ccc(C)cc3)C2)cc1OC (stereo not given)	1.3	1.0	-2.9	-2.1	0.0	7.3	-1.2	-2.0	9.3	-2.6	-2.4
Cc1[nH]c2ccccc2c1CC#N	5.5	0.5	-15.0	-0.4	-0.6	1.0	/	-0.9	21.1	4.8	-1.0
CC(=O)c1cc(F)ccc1OCC(=O)N1CCN(c2ccc(F)cc2)CC1	-7.0	0.1	-18.0	6.6	-1.3	-2.3	9.3	21.5	5.9	12.5	-2.6
CC(NC(=S)NC(=O)c1cccs1)c1ccccc1 (stereo not given)	-1.8	/	22.4	2.9	1.4	-10.3	11.9	-6.7	0.0	5.7	4.7
O=C1OCCOC2CCCc3oc(C4=CCCCC4)c1c32 (stereo not given)	4.3	/	-14.2	/	-0.8	/	/	-9.6	6.1	/	/
CNC(=O)CCn1nc(-c2ccc(Cl)cc2)c2ccccc2c1=O	4.0	-1.3	9.8	3.6	-1.3	-10.1	8.4	/	19.6	3.4	7.4
CCC(=O)NC1CC2CCCC(C1)N2Cc1ccc(C)cc1 (stereo not given)	-4.2	3.2	-37.7	-10.7	-0.6	1.2	-3.1	-2.4	-0.4	4.3	-13.7
O=C(Nc1nnc(Cc2ccccc2)s1)C1CCC1	5.3	6.2	-27.1	11.4	1.4	-5.4	10.5	-3.0	-17.0	-3.0	8.9
CN(Cc1ccccc1)C(=O)CN1CCN(S(=O)(=O)c2ccccc2F)CC1	-1.7	/	6.7	/	26.4*	-0.5	-0.5	-4.5	-6.9	18.2	0.6
Clc1ccc(CO/N=C2\CCCc3nonc32)c(Cl)c1	1.7	2.8	-41.5	3.1	1.8	-11.3	16.7	-7.2	-50.6	-21.8	3.2
CCCCC[C@H]1CCCCC[C@H](O)C[C@H](O)[C@@H](O)/C=C/C(=O)O1	-3.7	/	19.1	/	-0.4	/	/	-8.8	6.1	/	/
Cc1cc(NC(=O)CSc2nnc(C)c(=O)n2N)no1	-1.4	0.0	3.1	-1.9	-0.4	7.2	2.8	-2.6	10.0	8.1	-1.5
Cc1cc(C)c(S(=O)(=O)NCC2CCC(C(=O)NCCCN3CCOCC3)CC2)c(C)c1 (stereo not given)	-3.3	/	-28.0	-13.4	-1.0	9.4	3.5	-3.4	10.3	11.5	-4.1
Clc1ccc(-c2nnc(-c3ccc(Br)o3)o2)c(Cl)c1	1.2	4.7	-55.5	-119.3	0.9	-13.3	-98.9	-9.1	-436.9	-337.5	-5.9
CCC(CC)NCC(O)COc1ccc(Br)cc1 (stereo not given)	-2.6	-1.4	-17.2	1.0	-0.1	11.4	0.5	0.9	1.0	5.1	2.0
COc1ccc(-n2c(SCC(=O)N3CCOCC3)nc3ccccc3c2=O)cc1	-0.3	5.4	22.1	-4.3	1.8	0.9	-4.0	-8.2	16.1	15.4	-3.8
CCOc1ccc(NC(=O)COc2ccc(S(=O)(=O)N3CCCC3)cc2)cc1	-6.8	1.9	-5.2	-3.0	0.5	-3.9	6.7	-4.3	9.8	12.5	-7.4
O=C(Cc1ccccc1)Nc1c(C(=O)N2CCOCC2)cnn1-c1ccccc1	0.2	0.8	7.1	6.5	-0.1	7.2	-10.5	-9.4	15.4	7.8	1.9
Cc1ccc(-c2nc(CSCC(=O)N3CCCC3)c(C)o2)cc1	-2.2	-2.6	-3.0	-5.6	3.7	-6.2	-23.1	-4.3	-38.3	-15.8	-0.9
Cc1sc(NC(=O)c2ccco2)c(CN2CCCCC2)c1C	-2.7	-1.4	-8.7	-1.1	8.5	-3.0	8.0	/	-29.7	-28.4	2.4
O=C(NNC(=O)c1cc(O)c(O)c(O)c1)NC1CCCCC1	8.6	2.5	-43.4	4.1	-1.4	1.0	-2.0	/	-51.0	-96.8	2.4
N#Cc1c(-c2cccs2)nc(SCC(=O)c2ccc(Br)cc2)[nH]c1=O	-1.8	5.4	18.7	-8.7	-0.5	12.5	-2.5	-21.3	29.9	11.7	5.2
Cc1cc(NC(=O)CSCC(=O)OCc2nnc(-c3ccc(F)cc3)o2)no1	4.3	/	-14.8	-7.9	-0.4	14.9	0.1	-5.7	-2.8	5.0	4.2

Sorted by value in m5-HT2A agonist (low to high): some entries from above.
SMILES | m5-HT2A agonist
CCC(=O)NC1CC2CCCC(C1)N2Cc1ccc(C)cc1 (stereo not given) | -4.2
N#Cc1c(-c2cccs2)nc(SCC(=O)c2ccc(Br)cc2)[nH]c1=O | -1.8
O=C(NCc1ccccn1)C1CCCN(S(=O)(=O)c2ccc(Br)cc2)C1 (stereo not given) | -1.5

(next part)
SMILES	m5-HT2A agonist	NR2E3 ag-1	NR2E3 ag-2	TRPM1 prom inh	hiPSC survival	H9c2 protect	Shn3 3UTR inh	CaV13 ICDI inh	HIF-2a inh	Peg3 promoter	PDI turbidity
COc1ccccc1CN1CC(C(=O)NCc2c(F)ccc(C)c2F)CCC1=O (stereo not given)	4.6	-0.5	-91.9	-75.2	0.7	3.0	-73.7	-5.4	-160.1	-194.8	-9.7
O=C(CC12CC3CC(CC(Br)(C3)C1)C2)NCc1ccccc1	0.0	1.3	-1.2	-1.7	1.0	-3.1	-2.6	-3.4	8.5	-0.7	5.7
CC1(C(=O)NCc2ccc3c(c2)OCO3)CCN1C(=O)CCc1ccc(Cl)cc1Cl (stereo not given)	2.3	/	7.3	/	4.5	-6.0	-25.9	-9.6	11.4	17.8	2.3
Cc1cc(S(=O)(=O)N2CCCC2)c(C)s1	3.6	-0.2	-26.4	-1.6	2.1	8.7	5.0	-4.0	11.6	1.4	-7.6
Cc1ccc(/C=N\NC(=O)CNC(=O)C23CC4CC(CC(C4)C2)C3)o1	-0.4	0.3	-18.9	1.3	0.1	4.0	-7.3	-3.9	8.1	9.5	0.2
CC(=O)c1cc(C#N)c(N2CCCC2)nc1C	0.6	3.3	-14.0	10.0	1.0	-6.2	5.6	-2.7	16.8	20.3	-2.6
Cc1nc2cc(NC(=O)N3CC4(C)CC3CC(C)(C)C4)ccc2n1C (stereo not given)	-0.3	-0.1	16.7	4.4	3.4	3.9	0.1	-3.0	4.6	10.7	-1.9
Cc1ccc(N2CCN(S(=O)(=O)c3c(C)nc4scc(C)n4c3=O)CC2)c(C)c1	3.0	-0.1	49.0	-7.3	0.8	-17.2	-2.2	-2.1	5.6	25.5	5.5
O=C(O)c1ccc(-n2ncc3c2/C(=C/c2cccc([N+](=O)[O-])c2)CC3)cc1	1.7	-0.2	-22.5	-135.7	-0.7	11.2	-44.7	-2.1	-283.8	-186.4	2.8
Cc1c(NC(=O)N(C)c2ccccc2)c(=O)n(-c2ccccc2)n1C	6.3	-4.4	16.3	8.3	-0.3	-4.3	-6.3	-21.4	15.1	22.4	3.9
CCCCn1c(CNC(C)=O)nc2ccccc21	-7.3	2.9	-4.9	12.7	-0.3	1.6	-24.6	-5.8	1.6	-6.4	/
Cc1ccc(-c2cc(N)n(Cc3ccc(Cl)cc3)n2)cc1	-0.3	-1.8	-10.2	27.6	-1.2	-20.8	33.1	/	-94.4	-31.0	-7.4
CCNC(=S)N1CCn2c(nc3ccccc32)C1	-1.9	-3.4	-29.5	7.6	0.6	0.2	-17.8	-5.2	6.7	-1.3	2.6
COC(=O)c1cc(C(=O)OC)n(Cc2ccc(Br)cc2)n1	1.8	1.4	-1.6	-10.9	0.6	3.2	1.8	-5.2	-44.3	-18.6	-5.7
CN(Cc1cn(C)nc1-c1ccccc1F)CC1CCN(Cc2ccccc2)CC1	0.6	6.1	20.2	12.4	2.4	13.7	2.1	-1.1	5.7	-3.5	3.6
Cc1csc(=O)n1CC(=O)Nc1ccc(Cl)cc1F	-7.6	2.6	-19.8	-0.1	-0.4	-2.2	0.1	-3.8	14.8	3.4	21.3
CCCCn1c(N)c(N(CCOC)C(=O)COC(=O)C(C)Oc2ccc(Cl)cc2)c(=O)[nH]c1=O (stereo not given)	-0.2	-2.0	-15.1	-10.5	-0.4	1.5	-5.7	-13.6	7.5	7.6	7.8
COCCn1cnc2c1c(=O)n(CC(=O)c1ccc3c(c1)OCCO3)c(=O)n2Cc1ccccc1	3.1	-1.0	-14.9	-1.0	-0.3	6.3	13.1	-0.8	-9.1	7.2	10.6
COc1ccc(C)cc1NC(=O)CN(c1ccccc1F)S(C)(=O)=O	0.7	3.8	3.3	5.2	-2.0	5.4	15.7	/	14.4	9.0	-4.4
